# Source: PubChem BioAssay
# aDG glyco act: alpha-DG glycosylation activation; Pro5-aDG cells, alpha-DG glycosylation AlphaScreen (IIH6); 0% Pro5, 100% B10-LARGE cell signal; activation, % at 10 µM; 0.22% of 360,000 active; AID 624168;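 active = activation of at least 8% versus controls, or a plate z-score of at least 8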;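 also: Pro5 are CHO cells carrying HIG-tagged alpha-DG that lacks glycosylation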
# CaV13 ICDI inh: Disruptors of the CACNA1D IQ motif to Ca2+-dependent inactivation inhibitor domain association, primary screening, Förster resonance energy transfer in intact living …. 0.098% of 340,000 active. AID 743397. HEK cells, CFP/YFP FRET ICDI-IQ, plate reader, 10 min; percent FRET-ratio fall versus neutral wells. inhibition, % at 12.3 µM;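 active = mean replicate inhibition of at least 30% and at least 1% of replicates passing that level; inconclusive = only one of the two criteria is met; inactive = neither criterion is met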;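 also: 0% = median of the neutral control wells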
# MC4R barr agon: activates human MC4R beta-arrestin recruitment; P32245; U2OS MC4R beta-arrestin complementation, luminescence; percent of melanotan II response, DMSO zero; activation, % at 8.9 µM; 0.98% of 360,000 active; AID 540308;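 active = activation above a per-plate cutoff, the mean activation of sample wells on that plate plus 3 SD, cut at about 8% in these data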
# Target sequence (P32245 whole entry, looked up): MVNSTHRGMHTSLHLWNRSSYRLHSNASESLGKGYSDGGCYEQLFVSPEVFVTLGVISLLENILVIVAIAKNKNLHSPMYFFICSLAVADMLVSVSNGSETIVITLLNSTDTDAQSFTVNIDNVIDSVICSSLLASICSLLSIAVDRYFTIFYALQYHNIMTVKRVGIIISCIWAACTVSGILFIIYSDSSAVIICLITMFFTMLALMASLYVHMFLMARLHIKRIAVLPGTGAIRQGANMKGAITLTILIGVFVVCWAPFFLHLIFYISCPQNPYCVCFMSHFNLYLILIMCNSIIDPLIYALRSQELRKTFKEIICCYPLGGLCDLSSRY
# HTR2A ag: agonists of mouse serotonin 5-HT2A receptor (HTR2A) | 0.66% of 360,000 active | AID 624169 | P35363 | activation, % at 7.6 µM | CHO-K1 mHTR2A beta-arrestin complementation, luminescence; percent of 30 µM serotonin response;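 active = activation above a run cutoff, the mean activation of all tested compounds plus 3 SD, cut at about 14% in these data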;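 also: 0% = plate median of compound wells and 100% = 30 µM serotonin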
# Vif imaging: inhibitors of HIV Vif; HEK293T cells, Vif self-association by quenched fluorescence, imaging, 24 h; inhibition, % at 7.49 µM; 0.35% of 340,000 active; AID 602346; in the data active = inhibition above about 50%, passing the limit was not always enough; inconclusive = no clear call, values can overlap the other calls; inactive = below about 31%; also: some results filed as inactive read as strong as hits
# N-glyco inh: N-linked glycosylation inhibition. D54 ERlucT glycosylation luciferase reporter, 24 h; percent of 100 nM tunicamycin response. reporter increase, % at 12.5 µM. 0.23% of 360,000 active. AID 588692;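 active = mean luciferase reporter signal, scaled so untreated is 0 and the glycosylation-blocking control 100, at or above a set limit in every replicate; inconclusive = mean reaches the limit but not every replicate does; inactive = mean below the limit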;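 also: luciferase carries N-glycosylation sites so blocking glycosylation raises the light; 0% = median of neutral control wells and 100% = median of 100 nM tunicamycin wells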
# MC4R antag cAMP: human MC4R antagonism in cAMP assay | MC4R-expressing cells, MTII-stimulated cAMP, LANCE TR-FRET | inhibition, % at 6.5 µM | 0.48% of 360,000 active;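 active = inhibition above its plate's cutoff, the mean of tested wells on that plate plus 3 SD, cut at about 29% in these data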;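 also: 0% = Melanotan II alone and 100% = Melanotan II plus saturating MCL0020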
#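 Material: U2OS-MC4R stable cell line | Reagent: Melanotan II challenge after compound preincubation | Doses: One concentration, 6.5 µM nominal | Incubation: 30-min compound preincubation, 1-h Melanotan II challenge, 1-h detection, room temperature | Signal: TR-FRET cAMP assay | Replicates: One well per compound, no replicates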
# PDI inh: PDI (human) enzyme inhibition | 0.052% of 350,000 active | AID 588391 | PDI insulin aggregation turbidity, A650, 90 min | inhibition, % at 10 µM | P07237;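 active = mean inhibition across replicates of 30% or more, whatever share of single replicates reach that level; inconclusive = mean inhibition below 30% while every single replicate reaches 30%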;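 also: absorbance from insulin aggregation driven by PDI reduction with DTT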
# Target sequence (P07237 whole entry, looked up): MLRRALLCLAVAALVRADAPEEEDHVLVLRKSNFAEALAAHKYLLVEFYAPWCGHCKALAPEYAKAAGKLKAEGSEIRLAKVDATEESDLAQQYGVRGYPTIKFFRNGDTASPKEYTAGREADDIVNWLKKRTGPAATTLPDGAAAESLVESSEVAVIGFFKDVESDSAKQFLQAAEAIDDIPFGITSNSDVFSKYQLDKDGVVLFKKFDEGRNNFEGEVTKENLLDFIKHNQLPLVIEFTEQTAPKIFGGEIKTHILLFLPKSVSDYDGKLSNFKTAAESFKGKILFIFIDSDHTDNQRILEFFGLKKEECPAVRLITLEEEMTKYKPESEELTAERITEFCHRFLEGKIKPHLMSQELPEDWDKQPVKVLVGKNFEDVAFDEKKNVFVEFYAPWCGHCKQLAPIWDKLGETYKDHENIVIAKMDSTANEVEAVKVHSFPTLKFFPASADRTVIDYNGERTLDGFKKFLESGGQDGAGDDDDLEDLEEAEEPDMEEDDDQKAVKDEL
# ABCB6 inh 2: human ABCB6 transporter inhibition | Q9NP58 | K562-ABCB6 porphyrin accumulation, flow cytometry, 1 h; active compounds read low | fluorescence ratio to DMSO, % at 10 µM | 0.19% of 360,000 active | AID 602162;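 active = fluorescence ratio to DMSO below 75%, the collection mean minus 3 SD; inconclusive = too few cells collected in the well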;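 also: signal is porphyrin accumulated inside mitochondria; 100% equals median channel fluorescence of DMSO control wells; lower ratio means ABCB6 inhibition with less porphyrin fluorescence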
# Cardio protect: protects H9c2 cardiomyocytes from peroxide injury | H2O2 injury protection, ATPLite, 2 h | protection from H2O2 cell death, % at 20 µM | 0.63% of 360,000 active | AID 588492;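 active = compounds giving at least 50% protection of heart cells from peroxide-induced death in the single-dose screen, raw or plate-pattern-corrected value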;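 also: 0% = DMSO wells with peroxide and 100% = DMSO wells without peroxide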
# Starred values were filed as active, the others as inactive; ? = inconclusive; · = no result given.
SMILES,aDG glyco act,CaV13 ICDI inh,MC4R barr agon,HTR2A ag,Vif imaging,N-glyco inh,MC4R antag cAMP,PDI inh,ABCB6 inh 2,Cardio protect
COc1ccc(-c2nnc(Nc3ccc(CC(N)=O)cc3)c3ccccc23)cc1,-0.2,-5.2,0.7,10.9,-3.6,-2.7,-3.2,-3.6,98.0,8.3
O=C(COc1ccccc1Cl)Nc1ccc(S(=O)(=O)Nc2ccccn2)cc1,0.2,-7.2,-2.0,-4.4,8.8,-2.0,11.1,-8.7,93.0,-8.3
Cc1ccc(CNC(=O)C2C3C=CC(C3)C2C(=O)O)cc1 (stereo unspecified),-0.1,-5.1,-1.9,-2.5,-12.8,2.6,11.3,-5.2,91.0,2.1
O=C(CN1C(=O)NC2(CCCCC2)C1=O)N1CCN(S(=O)(=O)c2ccc(F)c(F)c2F)CC1,-0.2,-4.3,-3.9,-0.4,·,1.5,3.7,5.7,97.0,0.9
CC(C)Sc1nc2[nH]ncc2c(=O)[nH]1,-0.3,0.1,0.3,11.0,-2.9,-2.7,-4.1,-1.8,100.0,-5.1
CC(=O)Nc1nnc(COc2ccc(Cl)cc2)s1,0.3,-6.0,-2.7,-1.1,5.6,-4.7,-0.3,-4.2,96.0,-5.2
O=C1CCCN1c1ccc(S(=O)(=O)Nc2cccnc2)cc1,-0.4,-2.5,-2.2,4.4,1.9,1.6,28.9*,8.6,103.0,2.3
COc1ccc(C2/C=C\CN(Cc3ccncc3)CC(=O)N2Cc2ccc(F)cc2)cc1 (stereo unspecified),0.0,-5.3,0.3,3.3,-2.2,0.3,4.0,-6.8,99.0,13.9
CCCc1ccc2oc(C(=O)N(C)Cc3cnccn3)c(C)c2c1,0.2,·,0.0,-3.0,-8.5,4.3,4.2,-3.8,96.0,-4.0
O=C(CC(Nc1ccc(Cl)cc1)C(=O)O)c1ccccc1 (stereo unspecified),0.1,-4.7,-1.1,-3.4,3.3,-14.3,-5.6,0.2,94.0,-17.9
CCC(CC)c1nnc(NC(=O)c2nn(C)c(=O)c3ccccc23)s1,-0.2,·,2.4,7.2,-7.2,0.4,5.7,5.6,100.0,-1.6
CCOC(=O)C1CCCN(Cc2ccc(OCc3ccccc3)cc2)C1 (stereo unspecified),0.1,-4.9,0.3,2.2,0.8,-2.7,0.8,2.0,96.0,-9.6
O=C(COc1ccccc1)Nc1nnc(S(=O)(=O)Nc2ccccc2)s1,-0.1,-5.3,-0.3,1.1,12.7,1.4,3.8,-6.0,102.0,1.6
NS(=O)(=O)c1ccc(CCNC(=O)CC(NC(=O)c2ccccc2Cl)c2ccccc2)cc1 (stereo unspecified),0.1,-2.2,-0.8,3.0,-11.7,-0.6,8.9,-1.8,98.0,1.5
CCOc1ccc(CCNC(=O)C2CCN(c3nnc(-n4cccc4)s3)CC2)cc1,0.1,-7.4,-0.3,0.8,8.4,2.8,2.6,-5.4,102.0,1.4
COc1cc(OC)cc(C(=O)NNC(=O)CCNS(=O)(=O)c2ccc(C)c(C)c2)c1,0.1,-6.0,0.5,2.9,10.0,-0.6,17.6,-2.8,98.0,-3.3
c1ccc2c(c1)Sc1cnccc1N2CC1CO1 (stereo unspecified),0.0,-10.7,-1.0,-2.1,·,-4.2,6.9,20.4,95.0,2.6
COc1ccc(-c2cc(C(F)(F)F)nc(S(C)(=O)=O)n2)cc1OC,-0.5,-3.7,-1.4,1.9,90.1*,-1.7,-10.5,7.4,96.0,-41.5
Cc1cc(C)n(C(=O)c2ccc(NC(=O)C3COc4ccccc4O3)cc2)n1 (stereo unspecified),0.2,·,1.2,-0.1,2.2,-0.4,4.6,6.1,99.0,-2.5
COc1cccc(S(=O)(=O)NCc2ccc3c(c2)OCO3)c1,0.1,-6.6,1.2,-1.0,·,0.9,12.4,7.7,104.0,-1.7

# Some of these compounds in order of molar mass, rising:
SMILES,aDG glyco act,CaV13 ICDI inh,MC4R barr agon,HTR2A ag,Vif imaging,N-glyco inh,MC4R antag cAMP,PDI inh,ABCB6 inh 2,Cardio protect
c1ccc2c(c1)Sc1cnccc1N2CC1CO1 (stereo unspecified),0.0,-10.7,-1.0,-2.1,·,-4.2,6.9,20.4,95.0,2.6
O=C1CCCN1c1ccc(S(=O)(=O)Nc2cccnc2)cc1,-0.4,-2.5,-2.2,4.4,1.9,1.6,28.9*,8.6,103.0,2.3
Cc1cc(C)n(C(=O)c2ccc(NC(=O)C3COc4ccccc4O3)cc2)n1 (stereo unspecified),0.2,·,1.2,-0.1,2.2,-0.4,4.6,6.1,99.0,-2.5
O=C(COc1ccccc1)Nc1nnc(S(=O)(=O)Nc2ccccc2)s1,-0.1,-5.3,-0.3,1.1,12.7,1.4,3.8,-6.0,102.0,1.6
COc1cc(OC)cc(C(=O)NNC(=O)CCNS(=O)(=O)c2ccc(C)c(C)c2)c1,0.1,-6.0,0.5,2.9,10.0,-0.6,17.6,-2.8,98.0,-3.3
NS(=O)(=O)c1ccc(CCNC(=O)CC(NC(=O)c2ccccc2Cl)c2ccccc2)cc1 (stereo unspecified),0.1,-2.2,-0.8,3.0,-11.7,-0.6,8.9,-1.8,98.0,1.5
O=C(CN1C(=O)NC2(CCCCC2)C1=O)N1CCN(S(=O)(=O)c2ccc(F)c(F)c2F)CC1,-0.2,-4.3,-3.9,-0.4,·,1.5,3.7,5.7,97.0,0.9

# Next section.
SMILES,aDG glyco act,CaV13 ICDI inh,MC4R barr agon,HTR2A ag,Vif imaging,N-glyco inh,MC4R antag cAMP,PDI inh,ABCB6 inh 2,Cardio protect
COCCCNC(=O)CN(c1cc(Cl)ccc1OC)S(C)(=O)=O,0.0,-2.8,-1.3,0.7,2.2,1.4,3.4,-2.4,102.0,9.7
COc1ccc(/C=C2\SC(=S)N(CCCC(=O)N3CCOCC3)C2=O)cc1OC,0.4,-3.0,-1.0,3.3,-4.7,-0.6,-1.1,?,98.0,8.6
C/C(=N\O)c1ccc2[nH]ccc2c1,1.6,-0.6,-0.6,-1.2,-4.0,-1.5,1.2,-6.7,90.0,-0.7
O=C(CCn1c(=S)oc2ccccc21)NC1CCCCC1,0.1,-2.0,-1.2,5.3,-0.6,-0.4,-9.5,-3.9,96.0,11.6
Cc1ccc(N(C(=O)c2csnn2)C(C(=O)NC(C)(C)C)c2ccccn2)cc1 (stereo unspecified),-0.3,-5.3,-0.2,4.2,0.4,2.5,-7.9,-3.1,106.0,-2.6
OCCNCc1cc(Br)ccc1OCc1ccc(F)cc1,0.6,-4.3,-0.5,-2.1,0.9,-1.2,-3.8,-7.5,100.0,-6.9
CCOC(=O)c1[nH]cnc1C(=O)NC1CCN(C(=O)OC(C)(C)C)CC1,-0.1,-12.7,-0.9,-7.9,-1.9,0.4,6.2,-1.8,97.0,1.0
O=C(O)Cc1ccc2c(c1)N(S(=O)(=O)c1cccs1)CC(C(=O)O)O2 (stereo unspecified),0.1,-12.7,-3.2,-3.8,-0.4,3.4,1.1,-7.0,90.0,3.4
Cc1oc(-c2cc(Cl)cc(Cl)c2)cc1C(=O)NCCc1ccccc1,0.1,-4.1,1.0,-1.3,6.4,-2.5,-1.3,3.3,97.0,-26.9
CCCn1c(SCC(=O)N2CCCCC2)nnc1-c1ccco1,0.2,-4.0,-2.3,3.2,?,0.7,8.0,-0.5,90.0,7.4
CCCc1ccc(-c2cc(NC(=O)CSc3n[nH]c(N)n3)n(-c3ccccc3)n2)cc1,-0.2,-4.5,3.1,-1.9,-3.0,-1.6,19.6,-6.7,100.0,-2.5
CCN(CC)S(=O)(=O)c1cccc(C(=O)NC(C(=O)NCCc2ccccn2)C(C)C)c1 (stereo unspecified),0.4,-5.0,1.9,-0.1,7.4,1.0,-1.4,-2.7,106.0,1.3
C/C(=N\NC(=O)CNC(=O)c1cccs1)c1ccc(Cl)c(Cl)c1,-0.1,-4.2,-2.3,-2.6,-3.3,1.4,0.7,-4.8,97.0,1.5
O=C(NC1CCCCCC1)C1CCN(C(=O)c2cccc(Cl)c2)CC1,-0.2,-2.8,-1.0,3.9,-3.0,0.0,2.4,-0.4,102.0,0.5
CCOc1cc(/C=C2\C(=N)N3N=C(CC)SC3=NC2=O)ccc1OCCOc1ccc(NC(C)=O)cc1,0.0,-20.7,-0.6,-2.3,-2.5,-0.2,3.6,-15.4,98.0,0.0
COC(CNC(=O)c1ccc2c(c1)nc(C)n2-c1cccc(F)c1)OC,-0.3,-8.8,-1.0,0.3,-0.9,2.6,5.3,-0.3,100.0,6.7
Cc1nn(C)c(C)c1NC(=O)CCSc1nc(-c2ccco2)cc(C(F)(F)F)n1,-0.1,·,-2.1,0.0,5.4,0.0,12.5,-14.0,105.0,10.6
COc1ccc(C)cc1-n1cnnn1,0.1,-5.0,-1.7,0.6,-0.1,-0.8,20.5,-4.1,105.0,-3.6
COC(=O)c1[nH]c2cccc(OC)c2c1NC(=O)CCN1CCSCC1,0.1,-1.9,-0.2,-2.3,7.8,-2.1,2.8,9.5,99.0,6.8
Cc1ccccc1OCCNc1cc(N2CC(C)NC(C)C2)ccc1[N+](=O)[O-] (stereo unspecified),0.4,-6.1,0.4,-11.4,15.1,0.9,-4.9,·,93.0,-23.3
CC(=O)c1ccc(OCc2cc(C(=O)N3CCC(c4ccncc4)CC3)no2)cc1,0.7,-6.5,-3.0,6.5,-8.8,-0.5,-0.3,-1.1,98.0,-12.0
C#Cc1cccc(NC(=O)CSc2nnc(-c3ccc(C(F)(F)F)cn3)o2)c1,3.5*,-5.4,-1.6,1.0,9.6,1.6,2.3,5.6,101.0,2.4
NS(=O)(=O)c1ccc(NCc2cc(Cl)ccc2OCc2ccc(F)cc2)cc1,0.4,-4.7,5.0,-6.1,-7.5,-9.3,5.2,-4.8,100.0,-4.0
O=C(Nc1ccc(F)cc1)Nc1ccc2c(c1)CCC2,0.6,·,-1.0,-0.8,·,·,1.6,10.8,97.0,-7.7
CNCCCCOc1ccc(C(C)(C)C)cc1Cl,5.3,-3.8,0.7,-7.8,-1.6,-3.8,-3.8,-4.8,102.0,-3.5
O=C(OCc1cn([C@H]2C[C@H](c3ccc(Cl)cc3)N(Cc3cccs3)C[C@@H]2O)nn1)c1ccccc1,-0.1,-4.9,3.0,-3.1,-3.0,2.1,2.7,-14.5,95.0,-11.5
CCOC(=O)c1csc(NC(=O)CCSc2ccccc2)n1,0.0,-6.4,-4.0,-11.8,-1.1,-2.1,5.1,-0.7,95.0,-7.8
Cc1nc2[nH]onc2c2nccc(=O)c12,0.0,-6.6,-0.8,1.2,8.9,0.2,1.9,-3.2,91.0,2.6
CC(=O)Nc1ccc(Nc2c3ccccc3nc3ccccc23)cc1,-0.3,-3.4,-2.9,4.6,2.3,-2.9,-21.4,-6.6,103.0,-26.2
O=C(O)c1cc(-c2cc(C(=O)O)c3ccccc3n2)ccc1O,-0.2,-10.3,-2.3,1.4,4.2,0.6,3.2,-2.3,104.0,-3.1
